CCT modulator – cytosolic chaperonin activity modulation; 360,000 compounds, 0.3% hits; activity change, % (test concentration not listed), hits read low; purified chaperonin ATPase assay, HTRF ADP detection, 30 min; AID 651819; in the data active = activity change below about -30%; also: % is scaled to controls: 0 for no effect and ±100 for the full control effect
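First, chaperonin was dispensed at 40 nM or 20 nM final depending on batch activity. Next, compounds were pinned at 76 uM and ATP added at 10 uM. After 30 min at 37 °C, ADP detection reagents ran 30 min at ambient temperature.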
A549 viability – counter-screen for Nrf2 inhibitors: cytotoxicity in A549 cells. 390,000 compounds, 0.16% hits. A549 ARE-Fluc cells, CellTiter-Fluor viability, 18-24 h. Potency, µM (top dose mostly 46 µM), for the others: top-dose activity change, negative = cytotoxicity, most hits filed as inhibitors; also: potency is read from the fitted curve at half-maximal effect; % is scaled to controls: 0 for no effect and ±100 for the full control effect
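Cytotoxicity counterscreen: CellTiter-Fluor fluorescence was measured in A549 ARE_Fluc cells after 18-24 h of compound exposure in a concentration series. The subsequent BugLite luminescent read reports ARE-luciferase activity.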
MmCpn inh – inhibitors of Methanococcus maripaludis chaperonin (MmCpn). purified Mm-Cpn ATPase, ADP Transcreener TR-FRET. 330,000 compounds, 0.031% hits. Potency, µM (doses to about 76.9 µM), without a hit: top-dose activity, negative = inhibition, usual class: inhibitors; also: potency is read from the fitted curve at half-maximal effect; % is scaled to controls: 0 for no effect and ±100 for the full control effect; nearly all actives have a fitted effect of over 80% in size
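Eu-cryptate anti-ADP/ADP-d2 competition gives a ratio inversely related to ADP. Enzyme at 25 nM was pre-exposed to compound for 10 min, then given 10 uM ATP for 30 min, 37°C throughout.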
Nrf2 inh – blocks Nrf2 signaling; A549 ARE-Fluc reporter, luciferase luminescence, 18-24 h; Potency, µM (highest dose often 46 µM), for the others: top-dose activity change, negative = inhibition, actives largely listed as inhibitors; 360,000 compounds, 2.1% hits; AID 504444; also: potency is read from the fitted curve at half-maximal effect; % is scaled to controls: 0 for no effect and ±100 for the full control effect; nearly all actives have a fitted effect of over 60% in size
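Cells were seeded and rested 2 h, then exposed to compounds for 18-24 h. CellTiter-Fluor was read first as a viability measure. BugLite was added 15 min before the final luminescent read of ARE-luciferase activity in A549 cells.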
Nrf2 activator – activators of Nrf2 (ARE) signaling; AREc32 ARE-luciferase reporter (MCF7-derived line), luminescence, 24 h; Potency, µM (doses to about 46.1 µM), without a hit: at the top dose activation, most hits filed as activators; 410,000 compounds, 0.31% hits; also: potency is read from the fitted curve at half-maximal effect; % of control where 0% means no effect; nearly all actives have a fitted effect of over 65% in size
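AREc32 cells carrying an ARE-driven firefly luciferase, 1000 cells/well in OPTI-MEM with 5% FBS, dosed after overnight attachment and incubated 24 hr at 37 deg C. Steady-Glo luminescence read after 30 min at RT.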
EPAC2 ag – EPAC2 (human) agonism. EPAC2 activation, biochemical qHTS; response scale: 100% = 6.5 mM cAMP response. Potency, µM (titrated, usually from 154 µM), for the others: at the top dose activation, most hits filed as activators. 360,000 compounds, 0.079% hits; also: potency is read from the fitted curve at half-maximal effect; nearly all actives have a fitted effect of over 50% in size
Target sequence (Q8WZA2 whole entry, looked up): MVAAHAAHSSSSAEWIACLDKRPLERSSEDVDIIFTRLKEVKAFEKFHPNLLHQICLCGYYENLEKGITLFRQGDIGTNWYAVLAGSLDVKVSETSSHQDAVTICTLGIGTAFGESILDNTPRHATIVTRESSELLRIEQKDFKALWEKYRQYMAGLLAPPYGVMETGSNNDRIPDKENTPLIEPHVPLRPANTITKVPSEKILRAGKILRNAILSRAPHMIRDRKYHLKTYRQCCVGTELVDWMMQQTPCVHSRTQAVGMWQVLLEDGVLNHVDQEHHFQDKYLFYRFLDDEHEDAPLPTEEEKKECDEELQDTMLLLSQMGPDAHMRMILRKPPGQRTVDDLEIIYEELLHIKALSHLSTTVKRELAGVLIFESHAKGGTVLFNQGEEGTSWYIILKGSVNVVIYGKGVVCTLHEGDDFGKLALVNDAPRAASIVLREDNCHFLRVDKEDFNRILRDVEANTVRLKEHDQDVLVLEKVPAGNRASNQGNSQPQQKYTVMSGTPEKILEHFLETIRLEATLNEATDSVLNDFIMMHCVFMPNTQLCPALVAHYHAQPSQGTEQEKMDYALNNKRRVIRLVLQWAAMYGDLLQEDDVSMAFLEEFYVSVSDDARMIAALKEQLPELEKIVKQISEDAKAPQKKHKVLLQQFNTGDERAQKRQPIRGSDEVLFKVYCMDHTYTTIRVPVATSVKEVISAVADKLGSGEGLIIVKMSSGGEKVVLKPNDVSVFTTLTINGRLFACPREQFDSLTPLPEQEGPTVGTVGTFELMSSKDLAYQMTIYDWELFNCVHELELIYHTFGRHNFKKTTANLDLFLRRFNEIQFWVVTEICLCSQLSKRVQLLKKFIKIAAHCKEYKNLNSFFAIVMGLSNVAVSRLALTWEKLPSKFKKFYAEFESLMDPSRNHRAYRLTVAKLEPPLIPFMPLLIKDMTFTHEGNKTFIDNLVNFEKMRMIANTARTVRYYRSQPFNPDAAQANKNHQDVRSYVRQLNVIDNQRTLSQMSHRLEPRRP
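Compounds were added across a concentration range to EPAC2 (100 nM), RAP1B-BODIPY-GDP (250 nM) and GDP (50 uM). After 5 min at room temperature, fluorescence was recorded at 5-min intervals for 30 min.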
EPAC2 antag – EPAC2 (human) antagonism; AID 720708; 360,000 compounds, 0.18% hits; Potency, µM (titrated, usually from 114 µM), inactives show top-dose activity, negative = inhibition, most hits filed as inhibitors; EPAC2 GEF exchange of Rap1B-BODIPY-GDP, fluorescence; also: potency is read from the fitted curve at half-maximal effect; % is scaled to controls: 0 for no effect and ±100 for the full control effect; nearly all actives have a fitted effect of over 45% in size; many of its hits are not listed in these tables
TGFb SMAD3 inh – TGF-b pathway inhibition; HepG2 CAGA-GFP TGF-b/SMAD3 reporter, GFP fluorescence, 18 h; TGF-beta stimulated, 500 pg/mL final; Potency, µM (series often up to 46.1 µM), for the others: at the top dose activity, negative = inhibition, actives largely listed as inhibitors; 410,000 compounds, 1.2% hits; also: potency is read from the fitted curve at half-maximal effect; % is scaled to controls: 0 for no effect and ±100 for the full control effect; nearly all actives have a fitted effect of over 65% in size
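Per well, imaged GFP fluorescence of HEPG2 CAGA-GFP cells gives the signal; cells get compound, then TGF-beta (500 pg/mL final), 18 h at 37 degrees C; %Activity versus -TGF-beta and +DMSO controls.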
Akt phos inh – blocks phosphorylation of Akt | activity change, % for hits at 50 µM | AID 651550 | Neuro2A IGF-stimulated pAkt S473 HTRF, 20 min; active compounds read low | 360,000 compounds, 0.32% hits; in the data active = activity change below about -80%; inconclusive = mostly about -51% to -80%; also: % is scaled to controls: 0 for no effect and ±100 for the full control effect
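Neuro2A cells (4,500/well, DMEM with 0.5% FBS) were treated with compound at a single 50 µM final concentration, stimulated with 6 nM IGF for 20 min at 37 °C, and lysed. Phospho-Akt Ser473 was read by HTRF as 665/615 ratio ×10^4.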
The depositor's hits bear a star; i = inactive; ? = inconclusive; . = no result given; & = joins results of further samples; [ ] = another dose, or the depositor's remark. Unless noted, calls follow the shape of the dose curve; as a rule, active = well fitted curve in the direction sought with a large enough effect; inconclusive = small, poorly fitted or top-dose-only effect, or another doubt; inactive = no such curve, though single readings can be large; an effect the other way counts as inactive or inconclusive. A portion of the library; the hit share may differ from the screen's.

SMILES	CCT modulator	A549 viability	MmCpn inh	Nrf2 inh	Nrf2 activator	EPAC2 ag	EPAC2 antag	TGFb SMAD3 inh	Akt phos inh
N#Cc1c(N)n[nH]c1-c1cc2c([nH]1)CCCC2	-0.7	5%	0%	-20%	4.5%	6%	-1%[57.1 µM]	0%	i
Cc1nc(C)c(NC(=O)OC(C)C)cc1NC(=O)OC(C)C	-0.8	0%	3%	-1%	-0.7%	7%	-4%	5%	i
CC(=O)Nc1cccc(OCC(=O)NCCC2=CCCCC2)c1	1.0	10%	?	7%	2.0%	7%	-13%	0%	i
Cn1cc(Cl)cc(C(=O)Nc2ccccc2)c1=O	0.2	-8%	-1%	?	9.5%	5%	-1%	7%	i
Cc1ccc(S(=O)(=O)N2c3ccccc3OCC2c2ccccc2)cc1 (stereo not given)	-1.3	-21%	-1%	?	-0.6%	9%	-8%	-9%	i
COC(=O)c1ccc(C(=O)OC)c(NC(=S)N2CCN(C)CC2)c1	-0.5	-2%	0%	1%	-0.2%	4%	7%	8%	i
CC(=O)Nc1ccc2c(c1)CCCC2	0.0	0%	0%	1%	0.9%	4%	0%	-3%	i
CC(C)c1ccc2oc(-c3ccc(Cl)c(NC(=O)Cc4ccccc4)c3)nc2c1	.	15%	.	?	0.1%	.	.	-16%	.
CCc1ccc2oc(C(=O)Nc3cccc(Cl)c3C)cc(=O)c2c1	.	-15%	.	-6%	-0.4%	.	.	-13%	.
CC(C)OC(=O)CSc1ncnc2c1cnn2-c1ccccc1	-0.6	0%	1%	-11%	0.1%	5%	-11%	3%	i
CCN(CC)c1ccc(NC(=O)CN2CCN(c3ccc(F)cc3)CC2)cc1	-2.6	0%	1%	14%	-0.2%	-2%	9%	6%	i
CCOc1ccc(C(=O)OCC(=O)Nc2cccc(S(=O)(=O)N3CCCC3)c2)cc1	1.8	-7%	-3%	-21%	2.3%	5%	-8%	-2%	i
Fc1ccc(C2=CC(c3ccco3)n3ncnc3N2)cc1 (stereo not given)	-4.0	?	-2%	11%	?	-3%	11%	3%	i
CCN(CC)CCCNC(=O)c1cc(-c2ccc(Cl)c(Cl)c2)on1	-2.0	-14%	1%	5%	4.7%	7%	-3%	?	i
CCN(CCCNC(=O)CNC(=O)Cn1cnc2ccccc2c1=O)c1cccc(C)c1	-4.7	-1%	-3%	.	0.5%	-1%	4%	0%	i
Cc1cc(Cl)cc(C)c1OCCCCN1CCOCC1	-2.0	-2%	2%	.	0.2%	8%	-2%	-2%	.
O=C(CSc1ncc(-c2ccc(F)cc2)n1Cc1ccco1)Nc1nccs1	-1.8	-2%	-3%	-10%	-0.1%	-3%	9%	-1%	i
CCc1cc(-c2nnn(CCC3COCCO3)c2CC)ccc1-c1cn(CCc2c[nH]c3ccccc23)nn1 (stereo not given)	-0.8	.	.	.	-0.1%	11%	13%	-21%	i
CCc1cc2c(cc3c(=O)n(CC(=O)NC(C)C)nc(CC)n32)s1	.	-1%	.	3%	-0.3%	.	.	0%	.
O=C(c1cc2cc([N+](=O)[O-])ccc2s1)N1CCCCC1	-0.9	-4%	-1%	6%	5.1%	5%	-1%	-7%	i
COc1cc(NCCCCC(C)N)c2nccc(C)c2c1 (stereo not given)	0.8	.	.	.	-6.0%	3%	0%	?	i
CN(C(=O)CSc1nnc(NC2CCCCC2)s1)C1CCS(=O)(=O)C1 (stereo not given)	-4.9	-3%	-5%	8%	-0.4%	1%	5%	10%	i
CSc1ncc(C(=O)NCc2cccc(Br)c2)c(-c2ccccc2)n1	.	9%	.	30%	2.6%	.	.	-4%	.
CCC(=O)c1c[nH]c(C(=O)NCCCn2ccnc2)c1	0.1	17%	0%	.	3.0%	-2%	2%	?	i
CC1(C)CC2CC(C)(CN2C(=O)COC(=O)c2ccc(Cl)c(N)c2)C1 (stereo not given)	-19	-3%	1%	-6%	0.4%	-10%	2%	?	i
Cc1cc(C)cc(N(C(C)C(=O)NC2CCCC2)S(C)(=O)=O)c1 (stereo not given)	-1.9	7%	0%	.	-0.1%	2%	-2%	5%	.
O=[N+]([O-])c1ccc(SCCc2ccncc2)cc1	-1.6&0.0	3%&3%	0%&0%	?	2.1%&0.2%	7%&-3%	5%&-10%	-16%&-15%	i
O=[N+]([O-])c1ccc(/C=N/Nc2nc(N3CCCCC3)nc(N3CCCCC3)n2)o1	-0.7	?	-3%	18µM*	6.0%	6%	-11%	-12%	i
Cc1ccccc1NC(=O)C(=O)NNC(=O)COc1ccc2ccccc2c1	0.9	1%	1%	-4%	0.1%	1%	2%	-1%	i
O=C(C1CCCN(S(=O)(=O)c2cccc3nsnc23)C1)N1CC=C(c2ccccc2)CC1 (stereo not given)	-1.7	?	-2%	?	-1.0%	4%	3%	?	i
O=c1c2ccccc2nc(/C=C/c2c[nH]c3ccccc23)n1-c1ccc([N+](=O)[O-])cc1	0.3	-5%	2%	-11%	0.8%	-2%	-2%	-1%	i
COc1ccc(Br)cc1/C=N/NC(=O)c1ccco1	-1.5	4%	6%	?	?	7%	13%	-5%	i
COc1ccc(C)cc1NC(=O)CC(NC(C)=O)c1ccccc1 (stereo not given)	0.5	1%	1%	3%	-1.1%	-5%	-1%	1%	i
COc1ccc(C(CC(=O)c2ccc(C)cc2)C(C#N)C#N)cc1OC (stereo not given)	0.4	?	-8%	?	5.0%	6%	-5%	?	i
COC(=O)c1c(C)nn(-c2ccccc2)c1-n1cccc1	-2.1	-1%	-1%	-25%	-0.4%	-9%	-1%	8%	i
CCOC(=O)c1cc(-c2ccccc2)sc1NC(=O)COC	-4.4	0%	-5%	22%	-0.1%	-13%	-2%	-10%	i
O=C(COC(=O)[C@@H]1CCCN1S(=O)(=O)c1ccccc1F)Nc1ccc(OC(F)F)cc1	-6.2	-13%	0%	-2%	-0.4%	11%	-6%	-2%	i
C[C@@H]1CN([C@H](C)CO)C(=O)c2cc(NC(=O)NC3CCCCC3)ccc2O[C@H]1CN(C)S(C)(=O)=O	-0.5	-1%	2%	8%	-1.0%	-5%	1%	5%	i
O=C(O)CCSc1nc2ccccc2n1-c1ccccc1	-2.4	-3%	1%	5.8µM*	0.0%	12%	3%	1%	i
Cc1nc2nc(SCC(=O)NCc3ccccc3)nn2c(C)c1Cc1ccccc1Cl	.	4%	.	1%[9.27 µM]	-0.1%	.	.	-15%	.

Part of the list above in order of SMILES length, rising.
SMILES	CCT modulator	A549 viability	MmCpn inh	Nrf2 inh	Nrf2 activator	EPAC2 ag	EPAC2 antag	TGFb SMAD3 inh	Akt phos inh
COc1ccc(C)cc1NC(=O)CC(NC(C)=O)c1ccccc1 (stereo not given)	0.5	1%	1%	3%	-1.1%	-5%	-1%	1%	i
O=[N+]([O-])c1ccc(/C=N/Nc2nc(N3CCCCC3)nc(N3CCCCC3)n2)o1	-0.7	?	-3%	18µM*	6.0%	6%	-11%	-12%	i
C[C@@H]1CN([C@H](C)CO)C(=O)c2cc(NC(=O)NC3CCCCC3)ccc2O[C@H]1CN(C)S(C)(=O)=O	-0.5	-1%	2%	8%	-1.0%	-5%	1%	5%	i

(further entries)
SMILES	CCT modulator	A549 viability	MmCpn inh	Nrf2 inh	Nrf2 activator	EPAC2 ag	EPAC2 antag	TGFb SMAD3 inh	Akt phos inh
COc1ccc(C(=O)C2CCCN(Cc3cnc(N4CCOCC4)s3)C2)c(OC)c1 (stereo not given)	-4.8	?	-2%	9.2µM*	4.0%	2%	-11%	?	i
COc1cccc(NC(=O)CN(C)C(=O)CNC(=O)c2ccccc2F)c1	-2.7	0%	0%	-4%	0.0%	4%	10%	0%	i
O=C(N/C(=C\c1cccc(Br)c1)C(=O)N1CCOCC1)c1ccco1	-1.5	0%	-2%	1%	-0.8%	18%	-7%	0%	i
CC1CN(C2=N/C(=C/c3ccc4c(c3)OCO4)C(=O)N2)CC(C)O1 (stereo not given)	-5.2	-1%	-5%	18%	-0.3%	1%	2%	8%	i
CCOc1ccc(NC(=O)c2oc3ccccc3c2NC(=O)Cc2cccs2)cc1	.	-1%	.	-13%	0.1%	.	.	-14%	.
CC(C)(C)Cc1nnc(NC(=O)CCc2ccccc2)s1	-3.9	13%	2%	28%	4.5%	-7%	2%	-2%	i
CC(C)(C)c1ccc(C(=O)c2c[nH]c(C(=O)NCc3ccco3)c2)cc1	-0.5	-1%	1%	5%	3.4%	-1%	-5%	8%	i
CC1CC(=S)Nc2ccccc2N1Cc1ccccc1 (stereo not given)	-0.6	19%	-1%	?	0.4%	19%	-4%	3%	i
C/C(CC(=O)NCc1ccccc1)=N\NC(N)=S	1.4	-9%	-1%	-5%	0.4%	5%	2%	-1%	i
COc1ccc(/C=N/NC(=O)Cn2cnc3c2c(=O)n(C)c(=O)n3C)cc1	-0.6	3%	1%	-6%	3.0%	9%	-7%	-1%	i
COc1c(C)cc(C(=O)C2CCCN(S(=O)(=O)N(C)C)C2)cc1C (stereo not given)	-1.9	3%	-2%	?	-0.7%	7%	-6%	21%	i
COc1ccc(CC(=O)NCc2n[nH]c(=S)n2-c2ccc(Br)cc2)cc1	0.6	5%	4%	-11%	-0.7%	8%	5%	22%	i
COc1ccccc1Cn1c(SCC(N)=O)nc2c(oc3ccccc32)c1=O	-0.4	-8%	-1%	-20%	-1.7%	3%	-7%	0%	i
CC(C)Cc1ccc(S(=O)(=O)N2CCN(c3ccccn3)CC2)cc1	-2.4	0%	0%	-27%	-1.1%	6%	2%	0%	i
COC(=O)c1ccc(NC(=S)NC2CC3CCC2C3)cc1 (stereo not given)	0.6	16%	6%	19%	2.5%	2%	-11%	?	i
C1=C(c2ccccc2)CCN(c2nc3ccccc3n3cnnc23)C1	-2.7	4%	-2%	10%	?	16%	16%	-5%	i
